RBBP9 inh = blocks human serine hydrolase RBBP9; recombinant RBBP9, FP-Rh probe fluorescence polarization; 0.2% of 220,000 active; AID 1515; inhibition, % at 7.94 µM;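 active = inhibition above the campaign mean of all tested compounds plus 3 SD, cut at about 14% in these data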;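 note: plate controls were DMSO wells with RBBP9 for no effect and wells lacking RBBP9 protein for full effect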
Target sequence (O75884 whole entry, looked up): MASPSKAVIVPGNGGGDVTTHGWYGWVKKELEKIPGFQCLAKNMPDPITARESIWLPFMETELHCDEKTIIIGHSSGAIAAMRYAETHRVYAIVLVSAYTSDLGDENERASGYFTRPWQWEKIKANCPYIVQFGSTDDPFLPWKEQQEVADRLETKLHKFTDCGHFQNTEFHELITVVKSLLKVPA
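Test system: recombinant human RBBP9. Quantity: 2.5 µM RBBP9 dispensing solution, before mixing. Detection: FP readout at 525/598 nm. Reagent: Serine-hydrolase probe FP-Rh, 375 nM pre-mixing. Measure: % inhibition. Control set: DMSO-treated enzyme wells and wells lacking RBBP9. Buffer or medium: Tris-NaCl-Pluronic buffer, pH 8.0. Times: preincubation 30 min plus labeling 45 min at 25 °C.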
BaF3 parental = counter-screen for JAK2V617F inhibitors: parental Ba/F3 viability inhibitors | CellTiter-Glo ATP luminescence | inhibition, % at 5.6 µM | 1.1% of 220,000 active | AID 1486;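 active = inhibition above a per-campaign cutoff, the mean inhibition of all tested compounds plus 3 SD, cut at about 27% in these data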;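 note: 0% = DMSO wells and 100% = JAK Inhibitor I control wells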
Ba/F3 V617F tox = reduce viability of Ba/F3 cells dependent on JAK2V617F | AID 1446 | inhibition, % at 5.6 µM | Ba/F3 EpoR-JAK2V617F viability, ATP luminescence | 1.1% of 220,000 active;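 active = inhibition above the campaign mean plus 3 SD over all tested compounds, cut at about 24% in these data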;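 note: cytokine-independent growth of Ba/F3 cells driven by EpoR plus mutant JAK2; 0% = DMSO-treated cells and 100% = JAK inhibitor I control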
TRPN1 ag = zebrafish TRPN1 (NompC) channel agonism; activation, % at 3 µM; HEK293 zebrafish TRPN1-YFP, Fluo-8 calcium fluorescence; 100% = response to 87 µM carbachol; 0.18% of 220,000 active;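 active = activation above its plate's cutoff, the mean activation of test wells on that plate plus 3 SD, cut at about 19% in these data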;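 note: 0% = DMSO alone and 100% = 87 µM carbachol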
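Assay system: Zebrafish TRPN1-YFP in HEK293 cells | Incubation: Dye loading 1 h at 37 °C, then 30 min room temperature | Measured by: Kinetic Fluo-8 fluorescence, ex 470-495, em 515-575 nm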
TRPML3 agonist = human mucolipin-3 channel agonism | Q8TDD5 | HEK293 TRPML3-YFP, Fluo-8 calcium fluorescence; 100% = the carbachol control signal | activation, % at 3 µM | 0.29% of 220,000 active | AID 1448;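 active = activation above its plate's cutoff, the mean activation of the plate's test wells plus 3 SD, cut at about 12% in these data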;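 note: 0% = DMSO only wells and 100% = carbachol wells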
Target sequence (Q8TDD5 whole entry, looked up): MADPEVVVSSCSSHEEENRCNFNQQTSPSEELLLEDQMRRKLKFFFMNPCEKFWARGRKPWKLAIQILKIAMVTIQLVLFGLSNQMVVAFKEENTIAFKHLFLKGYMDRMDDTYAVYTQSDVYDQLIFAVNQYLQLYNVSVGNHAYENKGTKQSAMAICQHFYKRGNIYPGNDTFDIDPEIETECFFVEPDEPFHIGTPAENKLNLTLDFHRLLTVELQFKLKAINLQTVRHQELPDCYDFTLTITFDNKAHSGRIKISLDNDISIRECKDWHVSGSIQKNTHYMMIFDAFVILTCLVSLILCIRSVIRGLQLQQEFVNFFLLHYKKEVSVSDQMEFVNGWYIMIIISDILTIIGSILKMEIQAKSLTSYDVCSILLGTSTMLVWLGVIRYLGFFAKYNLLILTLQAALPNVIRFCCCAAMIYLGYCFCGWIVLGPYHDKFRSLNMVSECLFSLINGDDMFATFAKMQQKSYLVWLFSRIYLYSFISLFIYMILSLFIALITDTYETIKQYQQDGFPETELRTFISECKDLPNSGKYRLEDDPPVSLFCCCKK
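Material: TRPML3-YFP stable HEK293 cells | Dosing: One concentration, 3 µM nominal, 0.3% DMSO | Timing: 125 s total fluorescence read per well | Technique: Fluo-8 calcium dye fluorescence, ex 470-495, em 515-575 nm | Measure: Percent activation from peak-to-basal fluorescence ratio, scaled between DMSO and carbachol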
CHOP inhibitor = blocks CHOP induction under ER stress; CHO-K1 CHOP-promoter luciferase, tunicamycin-induced, 15-18 h; inhibition, % at 10 µM; 3.8% of 220,000 active; AID 2732;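 active = compounds that reduced the stress-induced luciferase reporter signal by more than about 70% of percent inhibition, limit read from the data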;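 note: 0% = tunicamycin plus vehicle and 100% = wells without tunicamycin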
PPC-1+TRAIL kill = compounds killing PPC-1 cancer cells with TRAIL present (potentiator screen, no TRAIL-free arm); PPC-1 cells + TRAIL, ATPLite viability luminescence; cell killing (% activity), % at 4 µM; 0.41% of 220,000 active;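 active = cell killing above 50% in the first pass at 4 µM, then a duplicate retest at 5 µM averaging 50% or more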;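 note: plate controls were cells with TRAIL plus DMSO for no effect and medium-only wells lacking cells for full effect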
Wee1 stabilizer = inhibitors of human Wee1 degradation; P30291; HeLa Luc-Wee1K328M stability, luciferase luminescence; 100% = proteasome inhibitor MG132 effect; reporter increase, % at 5 µM; 1.2% of 220,000 active;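 active = activation above the mean of all tested compounds plus 3 SD, set per screening run, cut at about 8.8% in these data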;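 note: cells exposed to compound for 20 h before luminescence read; 0% = DMSO alone and 100% = MG132 at 30 µM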
TNF death inh = TNF-alpha cell death inhibition in Jurkat FADD-/- cells; 0.068% of 220,000 active; activation (protection from cell death), % at 10 µM; Jurkat FADD-/- TNF necroptosis rescue, ATP luminescence, 24 h; 0 = TNF only, 100 = no-TNF cells;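 active = activation, meaning protection from cell death, of at least 50% relative to plate controls; inactive = activation below 50%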;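 note: necroptosis triggered by 40 ng/mL TNF-alpha added together with compound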
* hit, by the source's call; . = no result given.

SMILES	RBBP9 inh	BaF3 parental	Ba/F3 V617F tox	TRPN1 ag	TRPML3 agonist	CHOP inhibitor	PPC-1+TRAIL kill	Wee1 stabilizer	TNF death inh
COc1nc(NCc2ccco2)nc(NC2CCCCC2)n1	10	1	-2	0.2	-0.4	-16	11	6	-1.9
CCN(CC)C(=O)Oc1ccc(Br)cc1C(=O)Nc1ccc(F)cc1F	-5	-2	-5	-2.6	-1.0	13	6	0	1.1
Cc1sc(N)nc1-c1ccccc1	-6	5	0	1.5	0.3	0	16	2	0.9
CC(=O)N/N=C(\C)CC(=O)Nc1cccc2c1CCCC2	-9	8	1	-0.2	0.4	0	.	-2	0.6
CCCCCC(=O)NNC(=O)Nc1ccccc1	11	8	1	1.6	0.6	9	-16	-1	1.5
Cn1c(-c2ccccn2)[n+](C)c2ccccc21	-7	17	8	1.5	1.2	1	.	3	0.4
O=C(OC(C(=O)NC1CCCC1)c1cccnc1)C1=Cc2ccccc2OC1 (configuration not stated)	0	-3	0	0.1	-0.8	5	10	-3	-0.2
CCOP(=O)(OCC)C(O)c1cc(OC)c(OC)c(OC)c1 (configuration not stated)	-6	2	-4	-0.2	0.7	-8	9	-2	1.0
CCC(C)NC(=S)Nc1ccc(F)cc1 (configuration not stated)	-4	0	-4	2.4	0.8	15	17	5	-3.5
Cc1ccc(NC(=O)c2ccc(CSc3ccccn3)cc2)cc1	-6	6	1	1.2	-0.4	58	9	-1	-2.9
CNCC(O)CN(c1ccccc1)c1ccccc1 (configuration not stated)	-1	12	8	-0.6	0.5	-3	10	9.7*	2.0
CCOc1ccc(C(=O)NCCC2=CCCCC2)cc1OCC	0	5	0	-1.1	-0.3	16	9	-3	0.1
C=C(C)/C=N/NC(=S)Nc1ccc(S(=O)(=O)N2CCOCC2)cc1	-7	2	-5	0.9	0.6	9	20	-2	1.1
S=C(NCc1ccco1)NC1CCCc2ccccc21 (configuration not stated)	-7	2	0	-1.5	-0.2	5	-16	-2	-1.5
COc1ccccc1S(=O)(=O)Cc1ccc(C(=O)NCC2CCCO2)o1 (configuration not stated)	0	0	-2	0.9	1.5	15	30	1	1.1
CCOc1ccc(/C(O)=C2\C(=O)C(=O)N(CCN(C)C)C2c2cccc(OC)c2OC)cc1Cl (configuration not stated)	-8	6	-4	-1.4	0.8	-13	14	-1	-1.1
COc1ccc(CN2C(=O)CCC2(C)C(=O)NC2CCCCC2)c(OC)c1 (configuration not stated)	-3	4	-5	0.1	0.2	21	9	-1	0.1
NS(=O)(=O)c1cc2c(cc1Cl)NC(CC1CCCC1)NS2(=O)=O (configuration not stated)	-5	0	-1	-0.6	1.1	-2	12	-3	-2.4
C[C@@H](C(=O)Nc1nc2ccc(F)cc2s1)N1C(=O)C2CC=CCC2C1=O (some centres not stated)	-4	-3	-3	-1.4	0.3	12	-8	0	0.2
CCCn1c(CC)nc([N+](=O)[O-])c1Sc1ccc(F)cc1	-10	2	-2	-0.8	-1.0	-1	17	-1	-4.1
Cc1cc(C)n2c(SCc3cccs3)nnc2n1	-1	5	-1	0.7	0.0	-17	16	0	-0.3
CCOC(=O)C1=NN(c2ccccc2)C2=NC(C)=C(C(=O)OC)C(c3ccc(C)cc3)N12 (configuration not stated)	-4	3	-2	0.5	0.6	18	6	1	-0.6
CCS(=O)(=O)NCC(c1ccco1)N1CCN(c2ccccc2)CC1 (configuration not stated)	-12	4	1	1.6	0.3	13	5	-2	-1.5
CCCn1nnc(NC(=O)c2cccc(OCc3ccccc3)c2)n1	-11	6	4	-1.4	-0.7	27	17	-2	-1.5

Another view of 5 compounds above:
smiles | RBBP9 inh | BaF3 parental | Ba/F3 V617F tox | TRPN1 ag | TRPML3 agonist | CHOP inhibitor | PPC-1+TRAIL kill | Wee1 stabilizer | TNF death inh
CC(=O)N/N=C(\C)CC(=O)Nc1cccc2c1CCCC2 | -9 | 8 | 1 | -0.2 | 0.4 | 0 | . | -2 | 0.6
C=C(C)/C=N/NC(=S)Nc1ccc(S(=O)(=O)N2CCOCC2)cc1 | -7 | 2 | -5 | 0.9 | 0.6 | 9 | 20 | -2 | 1.1
CCCn1nnc(NC(=O)c2cccc(OCc3ccccc3)c2)n1 | -11 | 6 | 4 | -1.4 | -0.7 | 27 | 17 | -2 | -1.5
CCOc1ccc(/C(O)=C2\C(=O)C(=O)N(CCN(C)C)C2c2cccc(OC)c2OC)cc1Cl (configuration not stated) | -8 | 6 | -4 | -1.4 | 0.8 | -13 | 14 | -1 | -1.1
CNCC(O)CN(c1ccccc1)c1ccccc1 (configuration not stated) | -1 | 12 | 8 | -0.6 | 0.5 | -3 | 10 | 9.7* | 2.0

(more compounds)
SMILES	RBBP9 inh	BaF3 parental	Ba/F3 V617F tox	TRPN1 ag	TRPML3 agonist	CHOP inhibitor	PPC-1+TRAIL kill	Wee1 stabilizer	TNF death inh
O=C(O)C1CCCCC1C(=O)Nc1cccc2ccccc12 (configuration not stated)	-1	6	0	-0.6	0.2	19	6	-2	-2.5
Cc1ccc(Cn2nnnc2CN2CCC(c3nc4ccc(Cl)cc4[nH]3)CC2)cc1	-5	82*	92*	-2.1	-1.6	-7	10	1	0.6
COc1cccc(-n2nnnc2SCC(=O)NC2CCCC2)c1	-7	3	-1	-0.4	-0.1	6	34	-1	0.6
Cc1cccc2cc(/C=C3\N=C(c4ccccc4)OC3=O)c(N3CCOCC3)nc12	-8	5	-2	0.2	0.2	69	-1	0	0.4
O=C1/C(=C/c2ccccc2)CCC1C1CCCC1 (configuration not stated)	-8	1	0	1.4	1.3	49	-3	1	4.2
c1cnn(-c2cncc(-n3cccn3)n2)c1	0	-3	2	-0.1	0.5	2	6	4	-0.8
CN(C)C(=O)OCC1COc2ccccc2O1 (configuration not stated)	-8	-6	-5	-0.2	0.0	-3	0	-1	2.2
Cc1ccc(CNC(=O)C(C)OC(=O)c2cccs2)cc1 (configuration not stated)	-10	5	5	0.1	-1.1	14	17	-3	-1.9
COc1ccc(-n2c(=O)c3ccccc3n(CC(=O)NC3CCCCC3)c2=O)cc1OC	-3	-1	1	1.4	0.2	14	5	1	1.0
O=C(NCc1ccncc1)c1ccc(Cl)c(S(=O)(=O)N2CCOCC2)c1	4	-1	-5	0.5	-0.6	4	23	-2	-0.7
Cc1cc(C)n(-c2nnc(C)n2/N=C/c2ccccc2OCc2ccccc2Cl)n1	8	4	-4	-3.0	-1.3	29	21	0	-11
CNC(=O)c1ccccc1-c1ccccc1	-8	-1	-6	1.0	0.7	-22	34	-2	-0.9
O=C(NCc1ccco1)C1CCN(S(=O)(=O)Cc2ccccc2)CC1	-9	0	-6	-0.1	0.3	-12	8	6	-1.3
Cc1cc(N/N=C/c2ccc(F)cc2)nc(-n2nc(C)cc2C)n1	-7	1	3	-2.1	-1.7	90*	8	4	-0.4
Cn1cccc1/C=N/NC(=O)Cc1cccs1	-7	4	-3	1.4	0.6	-17	-3	-3	5.0
CC(C)c1nc(SCC(=O)N2CCCc3ccccc32)c2c(=O)n(C)c(=O)n(C)c2n1	-6	-1	-5	0.2	0.7	88*	-8	1	-10.0
CCCn1nnnc1NC(=O)c1cc(Br)ccc1OC	-6	3	-1	0.0	0.7	26	9	2	0.2
CC(=O)C(Cc1ccccc1)NC(=O)CN1CCc2ccccc2C1 (configuration not stated)	-11	4	2	1.1	0.0	30	-12	6	0.2
O=C(Nc1cc(S(=O)(=O)Nc2ccc(Cl)cc2)ccc1N1CCCCC1)c1ccc(F)cc1Cl	-22	2	-1	0.9	0.4	-53	1	-1	7.4
CC(C)c1onc(C(=O)N2CCCCC2C)c1[N+](=O)[O-] (configuration not stated)	-4	-1	-4	2.1	1.1	27	10	-1	0.8
CS(=O)(=O)N1CCN(C(=O)c2cc(-c3ccncc3)nc3ccc(Cl)cc23)CC1	-2	5	-1	2.7	1.2	-9	12	-1	-4.9
CC(C)CN(C(=O)CN1CCN(S(=O)(=O)c2ccccc2)CC1)c1c(N)n(CC(C)C)c(=O)[nH]c1=O	-3	5	-1	-0.5	0.6	3	36	2	3.7
NC(=O)c1ccccc1Br	-6	-3	-3	0.8	0.8	1	-3	-4	2.1
O=C(Nc1ccccc1C(F)(F)F)c1cccnc1	-5	2	-2	-0.1	0.4	-9	13	3	0.5
CCSc1nnc(NC(=O)c2cccc(S(=O)(=O)N(C)c3ccc(C)cc3)c2)s1	-4	6	3	-1.0	0.1	13	31	8	0.3
CCCC(=O)Nc1ccc(-c2nc3cc(C)c(C)cc3o2)cc1	-15	4	4	2.2	0.9	95*	25	0	1.2
Clc1ccc(-n2nnc(-c3cccnc3Cl)n2)cn1	-1	-1	1	0.2	0.2	-5	28	-2	-0.9
C=CCc1cc(C)ccc1OCCOCCn1ccnc1	-8	1	0	-1.3	0.7	35	24	0	-0.1
Cc1ccc2nc(NC(=O)C3CCCN(S(=O)(=O)c4cccc5nsnc45)C3)sc2c1 (configuration not stated)	-11	4	2	0.1	0.4	26	27	-1	0.5
COc1ccc(NC(=O)CCNS(=O)(=O)c2ccc(Br)s2)cc1	-8	5	4	-0.8	-1.7	-2	4	0	22
CCSC1=NCCN1C(=O)c1ccc(S(=O)(=O)N(CC)CC)cc1	-9	4	0	2.0	1.1	8	10	-1	-0.1
CCCCNC(=S)N(C)/N=C/c1ccccc1C(=O)O	-4	4	4	-0.1	0.1	-25	-19	1	-0.2
CCOc1cc(/C=C/c2nc3cc(C)c(C)cc3s2)ccc1OCC(=O)N1CCOCC1	-3	3	2	-2.1	0.0	3	34	-1	2.2
CCOc1cc(C)c(C(C)C)cc1S(=O)(=O)n1ccc(C)n1	5	5	0	-1.4	-0.1	77*	0	1	-1.5
CCN(CC)CC(=O)Nc1ccc(C)cc1C(=O)c1ccccc1	-5	-2	1	-0.6	-0.3	4	6	1	1.1
O=C(O)CC(c1cccc2ccccc12)n1cccc1 (configuration not stated)	-8	1	5	0.6	0.0	30	8	4	-1.5
O=C1/C(=C/c2ccc3c(c2)OCO3)CCC/C1=C\c1ccc2c(c1)OCO2	0	2	-4	0.4	1.3	11	-2	-2	-11
CCOc1[nH]n(-c2ccccc2)c(=O)c1C=NCc1ccncc1	-6	8	8	0.8	-1.4	4	7	4	1.9
CN1CCN(C2=C(NS(=O)(=O)c3cccs3)C(=O)c3ccccc3C2=O)CC1	-2	1	3	1.1	0.3	-38	-12	-1	-11
CCNC(=O)C(=O)N/N=C/c1cc([N+](=O)[O-])ccc1O	0	8	4	0.8	-0.1	50	15	-1	0.1
Cc1csc(NC(=O)C2CCCN(S(=O)(=O)c3cccnc3)C2)n1 (configuration not stated)	-7	2	-3	0.7	0.3	27	-18	1	0.0
COc1ccc(OCC(O)CNC(=O)Nc2ccccc2)cc1 (configuration not stated)	7	1	-6	-0.8	-0.3	14	13	3	0.6
C=CCNc1cc(C)oc(=O)c1C(=O)CCC	-2	0	-4	-0.9	0.2	25	10	-1	-0.3
